# LEDGF integ inh: blockers of LEDGF/p75-dependent integrase strand transfer – biochemical, TR-FRET, high throughput, primary screen; actives 0.64% (n = 370,000); AID 743269, 2014; TR-FRET IN-LEDGF/p75 DNA integration, Eu/Cy5; inhibition, % at 3.7 µM; HIV-1 integrase (with human LEDGF/p75);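 active means inhibition above the screen-wide mean plus 3 SD, cut at about 13% in these data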;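 further: signal is the Cy5 over europium emission ratio at 671 and 618 nm; 0% = plate median of compound wells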
# TDP2 absorb: human TDP2 enzyme inhibitors, primary screen, biochemical, epi absorbance, recombinant enzyme; T5PNP hydrolysis, p-nitrophenol absorbance 415 nm; Tyrosyl-DNA phosphodiesterase 2 (Homo sapiens), O95551; inhibition, % at 12.8 µM; actives 0.34% (n = 370,000);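 active means inhibition above the mean of all tested compounds plus 3 SD, set per campaign, cut at about 25% in these data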;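 further: 0% = DMSO with enzyme and 100% = buffer with substrate but no TDP2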
#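 Assay system: recombinant human TDP2 / Reagent: T5PNP substrate at 5 mM, a TopII-DNA adduct mimic / Measured by: epi absorbance from released p-nitrophenol / Evaluation: % inhibition relative to enzyme-containing and enzyme-free wells / Control set: enzyme-free and DMSO wells / Replicates: each compound tested once, singlicate / Schedule: enzyme reaction with compound for 2 h at 37 °C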
# ADAM17 inh: ADAM17 inhibitors, primary screen, biochemical, QFRET. actives 0.83% (n = 370,000). recombinant ADAM17, EDANS/DABCYL FRET peptide cleavage. inhibition, % at 6.95 µM. AID 720648, 2013. Disintegrin and metalloproteinase domain-containing protein 17 (Homo sapiens), P78536;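 active means inhibition above the mean of compounds lying between control limits plus 3 SD, set per campaign, cut at about 8.5% in these data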;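 further: 0% = DMSO-only wells as the low control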
# ARFGAP1 inhibitor: inhibitors of rat ARFGAP1 GAP activity, primary screen, biochemical, fluorescence polarization, GDP tracer | inhibition, % at 16.5 µM | actives 0.26% (n = 360,000) | Arfgap1-stimulated ARF1 GTP hydrolysis, GDP FP detection | AID 651572, 2012;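 active means inhibition above a per-plate limit, mean inhibition of low control wells plus 3 SD, cut at about 25% in these data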;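 further: 0% = DMSO wells with enzyme and 100% = wells lacking Arfgap1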
#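 Material: truncated rat Arfgap1 GAP domain; Incubation: compound-enzyme preincubation 20 min, reaction 120 min, detection 60 min, 25 °C; Read-out: percent inhibition of Arfgap1-stimulated GTP hydrolysis; Technique: FP, GDP Alexa 633 tracer displaced from anti-GDP antibody, 620/688 nm; Controls: No-Arfgap1 wells (100%) versus DMSO full-reaction wells (0%); Replication: single well per compound.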
# ADAM10 inh: human ADAM10 inhibitors, primary screen, biochemical, QFRET, HTS; Disintegrin and metalloproteinase domain-containing protein 10 (Homo sapiens), O14672; recombinant ADAM10, EDANS/DABCYL FRET peptide cleavage, 3 h; inhibition, % at 7 µM; actives 0.62% (n = 370,000);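 active means inhibition above a per-campaign cutoff equal to the mean of compounds falling between control-based bounds plus 3 SD, cut at about 20% in these data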;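 further: 0% = DMSO wells while the 100% control is not disclosed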
# PLC-gamma1 inh: PLC-gamma1 enzyme inhibitors, primary screen, biochemical, fluorescence, purified enzyme; actives 0.84% (n = 370,000); 1-phosphatidylinositol 4,5-bisphosphate phosphodiesterase gamma-1 (Homo sapiens), P19174; fluorogenic substrate; inhibition, % at 12.2 µM; in the data active means inhibition above about 9.5%
# Target sequence (P19174 whole entry, looked up): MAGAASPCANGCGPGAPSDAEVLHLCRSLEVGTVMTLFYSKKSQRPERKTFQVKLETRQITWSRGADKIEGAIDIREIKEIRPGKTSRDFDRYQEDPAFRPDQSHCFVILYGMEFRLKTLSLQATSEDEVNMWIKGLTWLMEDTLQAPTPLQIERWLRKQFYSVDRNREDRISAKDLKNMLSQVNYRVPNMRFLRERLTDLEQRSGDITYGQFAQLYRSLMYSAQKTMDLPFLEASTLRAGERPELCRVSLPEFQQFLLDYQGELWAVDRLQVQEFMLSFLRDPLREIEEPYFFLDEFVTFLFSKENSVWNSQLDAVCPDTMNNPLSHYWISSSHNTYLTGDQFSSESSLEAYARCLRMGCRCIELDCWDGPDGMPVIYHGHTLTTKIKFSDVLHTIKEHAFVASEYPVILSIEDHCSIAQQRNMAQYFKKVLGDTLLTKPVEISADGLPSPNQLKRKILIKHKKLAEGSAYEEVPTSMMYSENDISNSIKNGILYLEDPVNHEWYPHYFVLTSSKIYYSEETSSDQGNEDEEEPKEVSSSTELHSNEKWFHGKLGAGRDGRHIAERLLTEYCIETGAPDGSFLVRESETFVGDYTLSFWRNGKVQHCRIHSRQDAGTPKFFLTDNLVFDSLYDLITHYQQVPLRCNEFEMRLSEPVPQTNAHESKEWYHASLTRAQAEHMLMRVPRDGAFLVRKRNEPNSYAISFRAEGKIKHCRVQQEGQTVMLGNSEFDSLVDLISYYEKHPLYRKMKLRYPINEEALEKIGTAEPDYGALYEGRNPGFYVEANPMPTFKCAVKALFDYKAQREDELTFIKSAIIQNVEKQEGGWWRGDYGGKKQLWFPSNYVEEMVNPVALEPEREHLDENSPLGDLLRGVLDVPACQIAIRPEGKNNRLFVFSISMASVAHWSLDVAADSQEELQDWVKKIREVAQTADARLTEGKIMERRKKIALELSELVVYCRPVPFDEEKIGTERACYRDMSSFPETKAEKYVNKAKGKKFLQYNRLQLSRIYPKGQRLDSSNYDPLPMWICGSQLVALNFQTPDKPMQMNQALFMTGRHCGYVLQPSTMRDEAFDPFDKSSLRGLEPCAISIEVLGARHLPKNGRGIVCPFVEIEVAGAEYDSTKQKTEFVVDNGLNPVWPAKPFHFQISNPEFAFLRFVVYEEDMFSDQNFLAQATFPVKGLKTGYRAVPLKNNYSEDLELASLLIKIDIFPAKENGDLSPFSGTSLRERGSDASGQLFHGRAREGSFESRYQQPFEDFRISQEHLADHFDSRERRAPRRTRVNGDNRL
# DDE Tn7 FP inh: inhibitors of Tn7 peptide binding to fibrin DD(E), primary screen, biochemical, fluorescence polarization, human fibrin, Tn7 probe | Fibrinogen beta chain (Homo sapiens), P02675 | FP displacement of FITC-Tn7 peptide from fibrin DD(E); 0% = median of compound wells per plate | inhibition, % at 8.3 µM | actives 0.13% (n = 370,000);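 active means inhibition above the mean of compounds falling within the control limits plus 3 SD of them, cut at about 14% in these data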;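 further: 0% = plate median of compound wells and 100% = 10 µM Aha-Tn7 peptide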
#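 Assay system: Fibrin-DD(E) protein isolated from polymerized human fibrin clots; read-out basis: percent inhibition; medium: Tris/NaCl/CaCl2 buffer, pH 7.8; signal: FP measurement; incubation: 10 min plus 3 h, room temperature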
# DDE Tn6 FP inh: inhibitors of Tn6 peptide binding to fibrin DD(E), primary screen, biochemical, fluorescence polarization, human fibrin, Tn6 probe; inhibition, % at 8.3 µM; AID 720509, 2013; Fibrin DD(E) TRITC-Tn6 fluorescence polarization displacement; actives 0.21% (n = 370,000); Fibrinogen beta chain (Homo sapiens), P02675;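 active means inhibition above a per-campaign cutoff: mean of compounds within control limits plus 3 SD, cut at about 15% in these data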;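 further: 0% = median of all compound wells on the plate and 100% = blocking peptide control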
# proKLK7 act: proKLK7 zymogen activators, primary screen, biochemical, fluorescence intensity; Kallikrein-7 (Homo sapiens), P49862; purified proKLK7, EDANS-DABCYL substrate fluorescence; 100% is mature enzyme control, 0% vehicle; activation, % at 7 µM; actives 0.9% (n = 370,000);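 active means activation above the mean of all tested compounds plus 3 SD, computed per campaign excluding outliers beyond control limits, cut at about 13% in these data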
# ASAP1 inh: inhibitors of human ASAP1 ArfGAP activity, primary screen, biochemical, fluorescence polarization; ASAP1-stimulated ARF1 GTP hydrolysis, GDP FP detection; actives 0.19% (n = 360,000); inhibition, % at 16.5 µM; Arf-GAP with SH3 domain, ANK repeat and PH domain-containing protein 1 (Homo sapiens), …; in the data active means inhibition above about 25%;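 further: 0% = vehicle with enzyme and substrate and 100% = no enzyme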
# Starred values were filed as active, the others as inactive; i = inactive.
SMILES,LEDGF integ inh,TDP2 absorb,ADAM17 inh,ARFGAP1 inhibitor,ADAM10 inh,PLC-gamma1 inh,DDE Tn7 FP inh,DDE Tn6 FP inh,proKLK7 act,ASAP1 inh
CC(=O)Nc1ccc(S(=O)(=O)NC2(C(F)(F)F)NC(=O)N(Cc3ccccc3)C2=O)cc1 (stereo unspecified),2,16,-1,2,-2,-4,-5,-3,-0.3,5
O=C(CNC(=O)c1cccs1)NC1=NCCS1,-1,-9,0,17,1,3,2,4,-0.6,-5
O=C(CSc1nnc(-c2c[nH]c3ccccc23)n1-c1ccc(F)cc1)NCc1ccco1,1,-10,5,-8,11,3,9,14,-0.6,1
Cc1ccc(CNC(=O)CCCC(=O)O)cc1,2,-17,5,0,4,5,-5,0,0.6,10
O=C(NC1CCC1)C1CCC(=O)N(Cc2ccc(Cl)cc2)C1 (stereo unspecified),-1,2,-4,7,-6,2,3,1,0.2,-6
c1ccc(COc2ncnc3c2ncn3CCCN2CCN(c3ccccn3)CC2)cc1,-5,7,-1,-23,-13,0,-5,-3,0.3,-1
CCOC(=O)N1CCN(/C=C(\C#N)c2nc3ccccc3s2)CC1,3,-7,2,1,4,-5,-1,-6,-0.1,8
CCC(C)[C@H](NC(=O)NCc1ccco1)C(=O)OC (stereo partly specified),-3,17,-3,-3,1,-1,4,-1,0.5,-7
CCOc1ccc(S(=O)(=O)N(CC(=O)NCC(F)(F)F)Cc2ccco2)cc1,-2,-4,2,5,5,3,-3,3,0.8,3
COC(=O)c1sc(S(=O)(=O)N2CCC(C(N)=O)CC2)c(C(=O)OC)c1C,3,-8,-6,-3,-14,1,-2,7,-0.1,5
O=[N+]([O-])c1ccccc1S(=O)(=O)N1CCN(Cc2ccc3c(c2)OCO3)CC1,-7,1,-4,3,-5,2,6,-6,0.5,3
O=C1S/C(=C\c2ccc(Cl)cc2)C(=O)N1CCn1cnnn1,1,19,3,4,4,1,4,6,-0.3,5
COc1ccc(C=C2SC(=O)NC2=O)cc1OC,-2,5,-5,-1,-19,-12,0,-4,0.7,11
Cc1ccccc1C=Nc1ccccc1C(N)=O,-1,-6,-319,-7,i,-403,-10,8,18*,-7
O=C(c1cc(Cl)cc(Cl)c1)N1CCOCC1,0,-13,1,6,-3,2,5,-5,0.1,-15
CCOC(=O)c1ccc(N/C=C2\CCCCC2=O)cc1,4,-2,-9,9,1,-3,-9,4,0.7,8
Cc1ccc(C(=O)N2CC3(C(C)C)CN(C(=O)c4ccc(C)cc4)CC(C(C)C)(C2)C3=O)cc1,-3,2,-5,4,-7,4,1,-1,0.0,6
Cc1ccc(SCC(=O)c2c(C)[nH]c3ccccc23)cc1,-1,5,1,-9,0,1,3,-2,0.5,-22
CC(C)c1cc(C(=O)N(C)C2CCCN(Cc3ccccc3F)C2)n(C)n1 (stereo unspecified),2,6,-3,1,-5,-1,4,5,0.9,-15
O=C(Nc1cc(Cl)ccc1N1CCOCC1)c1ccc(F)c(S(=O)(=O)N2CCOCC2)c1,-2,8,-5,7,-6,5,3,0,0.4,0
CCCOc1cccc(C(=O)NC(=S)Nc2cccc(C(F)(F)F)c2)c1,0,7,-4,1,-3,1,6,2,-0.2,8
CC(=O)NC(=S)Nc1ccc(S(=O)(=O)Nc2nc(C)cc(C)n2)cc1,-1,-3,0,9,6,2,-2,2,-0.2,7
Cn1nc(N2CCN(S(=O)(=O)c3ccccc3)CC2)c(=O)n(C)c1=O,-1,7,-6,9,-5,-3,3,7,0.5,4
Cc1cnc(C(=O)Nc2nnc(C)s2)cn1,-1,0,-6,5,3,-2,-2,-5,0.1,6
Cn1c(=Nc2ccc(N3CCOCC3)cc2)ccc2ccccc21,-2,-16,8,-1,5,9,-3,-4,-0.6,2

# Of the compounds above, these have a furan ring, fused or not.
SMILES,LEDGF integ inh,TDP2 absorb,ADAM17 inh,ARFGAP1 inhibitor,ADAM10 inh,PLC-gamma1 inh,DDE Tn7 FP inh,DDE Tn6 FP inh,proKLK7 act,ASAP1 inh
O=C(CSc1nnc(-c2c[nH]c3ccccc23)n1-c1ccc(F)cc1)NCc1ccco1,1,-10,5,-8,11,3,9,14,-0.6,1
CCC(C)[C@H](NC(=O)NCc1ccco1)C(=O)OC (stereo partly specified),-3,17,-3,-3,1,-1,4,-1,0.5,-7
CCOc1ccc(S(=O)(=O)N(CC(=O)NCC(F)(F)F)Cc2ccco2)cc1,-2,-4,2,5,5,3,-3,3,0.8,3

# Next part
SMILES,LEDGF integ inh,TDP2 absorb,ADAM17 inh,ARFGAP1 inhibitor,ADAM10 inh,PLC-gamma1 inh,DDE Tn7 FP inh,DDE Tn6 FP inh,proKLK7 act,ASAP1 inh
N#Cc1cccc(C(=O)C(=O)N2CCN(c3ccccc3)CC2)c1,3,4,-5,-3,-10,-2,-3,-4,-0.1,-7
COc1ccc(-n2c(C)nc3cc(C(=O)NCc4ccco4)ccc32)cc1,0,4,-3,5,-3,-4,0,-4,0.4,9
O=C(CNc1cccc([N+](=O)[O-])c1)N1CCN(S(=O)(=O)c2ccc(Cl)cc2)CC1,4,-15,4,14,3,1,7,-2,0.7,1
O=C(Nc1cccc(C(=O)O)c1)/C(=C\c1ccc2c(c1)OCO2)NC(=O)c1ccccc1,4,-15,0,-11,9,-1,-2,-4,-1.3,-1
COc1cc(=O)n2c(n1)SCCC2,2,1,-5,1,-2,-5,9,1,0.2,0
COc1ccc(NS(=O)(=O)c2ccc(C)c(C(=O)N(C)CC(=O)Nc3cccc(OC)c3)c2)cc1,4,4,-2,3,4,-1,-2,-2,-0.2,-5
O=C(NCCO)c1cccc(-c2cnc3c(Nc4cccc(OC(F)(F)C(F)F)c4)nccn23)c1,0,-3,2,0,1,-25,-1,-2,-1.1,-1
O=C(Nc1cccc(Cl)c1)NN(c1ccccc1)C1CCS(=O)(=O)C1 (stereo unspecified),1,5,-2,10,-7,-1,2,2,0.6,-1
CCCCCCCCN1C(=O)[C@H](CC(=O)NCCCOCCCC)C[C@@]2(C(=O)OCC)CCCC=C12,-2,-2,1,-17,6,1,5,8,-0.6,-5
CC(C)CC1(C(=O)NCc2ccccn2)C=CCN1C(=O)c1ccccc1 (stereo unspecified),0,7,-7,6,0,-2,1,2,-0.1,3
Nc1nonc1-c1nc2ccccc2n1CC(=O)N1CCCCC1,-4,-14,9.9*,-2,12,3,-12,-5,-0.4,8
C=CCn1c(SCC(=O)NCc2ccc3c(c2)OCO3)nnc1C1CCCCC1,3,6,-5,-3,2,4,-1,3,-0.3,6
COc1ccc(C(C(=O)NC(C)(C)C)N(Cc2cccnc2)C(=O)CCC(=O)Nc2cc(C)on2)cc1 (stereo unspecified),3,14,-4,-2,-1,2,2,-6,-0.3,-9
O=C(CN1C(=O)CSc2ccc(S(=O)(=O)N3CCCCC3)cc21)NCc1cccnc1,2,-13,1,1,8,2,-4,-3,0.3,1
COc1ccc(CC(=O)NNC(=O)c2cccs2)cc1OC,1,6,2,-8,-2,3,8,6,0.1,-9
Cc1ccc(NCC(=O)N2CCN(S(=O)(=O)c3ccccc3)CC2)cc1F,2,-6,-2,-7,1,-3,2,-2,0.5,-2
Cc1ccc2[nH]c(O)c(N=Nc3ccccc3[N+](=O)[O-])c2c1,-2,5,-2,-4,-8,3,0,-5,-0.9,8
C[C@@H]1CN([C@@H](C)CO)S(=O)(=O)c2ccc(Br)cc2O[C@H]1CN(C)Cc1ccncc1,2,-3,0,-6,6,2,-6,-2,0.7,1
COc1ccc(C(=O)N=C2SC3CS(=O)(=O)CC3N2c2ccc(N(C)C)cc2)cc1OC (stereo unspecified),0,11,-6,9,10,-3,5,2,0.0,-7
CCn1cc(C(=O)NCc2ccco2)c(=O)c2cc(F)c(N3CCN(C(=O)c4ccco4)CC3)cc21,6,2,-82,-13,-209,-195,4,0,-6.6,14
CC(=O)N1CCN(c2ccc(NC(=O)COc3ccc(Cl)cc3Cl)cc2)CC1,5,-1,-5,-10,-3,-1,-5,6,-0.1,-3

# Of the compounds above, these contain a thiophene ring, fused or not.
SMILES,LEDGF integ inh,TDP2 absorb,ADAM17 inh,ARFGAP1 inhibitor,ADAM10 inh,PLC-gamma1 inh,DDE Tn7 FP inh,DDE Tn6 FP inh,proKLK7 act,ASAP1 inh
O=C(CNC(=O)c1cccs1)NC1=NCCS1,-1,-9,0,17,1,3,2,4,-0.6,-5
COC(=O)c1sc(S(=O)(=O)N2CCC(C(N)=O)CC2)c(C(=O)OC)c1C,3,-8,-6,-3,-14,1,-2,7,-0.1,5
COc1ccc(CC(=O)NNC(=O)c2cccs2)cc1OC,1,6,2,-8,-2,3,8,6,0.1,-9

# Screens as filed in PubChem BioAssay.

# An unsorted share of the library; about 4.2% have a hit in one of these screens.
